Screens as filed in PubChem.
TSG101-PTAP inh: blocks PTAP/TSG101 interaction to inhibit HIV-1 budding; Q99816; Fluorescence polarization, FITC-PTAP peptide / Tsg101 binding; Potency, µM (titrated, usually from 115 µM), for the others: at the top dose activity change, negative = inhibition, actives largely listed as inhibitors; 340,000 tested, under 10 active; AID 493005; active = well fitted inhibition curve with a large enough effect in the main read-out, with a control signal flat, not every such curve was filed as active; inconclusive = small, poorly fitted or top-dose-only effect, or effect the other way, or a change in a side signal; inactive = no such curve, though single readings can be large or run the other way; also: potency is read from the fitted curve at half-maximal effect; % of control where 0% means no effect
Target sequence (Q99816 whole entry, looked up): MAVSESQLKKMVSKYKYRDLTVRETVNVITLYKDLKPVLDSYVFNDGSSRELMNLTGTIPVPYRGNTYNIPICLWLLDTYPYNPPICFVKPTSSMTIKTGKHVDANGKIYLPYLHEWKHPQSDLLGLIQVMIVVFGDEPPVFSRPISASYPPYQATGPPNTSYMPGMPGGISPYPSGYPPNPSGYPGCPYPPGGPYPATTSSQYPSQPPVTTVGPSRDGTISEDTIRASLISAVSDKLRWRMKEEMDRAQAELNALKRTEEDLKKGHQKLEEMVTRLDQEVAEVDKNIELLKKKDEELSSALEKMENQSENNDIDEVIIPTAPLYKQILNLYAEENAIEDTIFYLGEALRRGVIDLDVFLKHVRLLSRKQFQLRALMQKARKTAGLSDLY
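Steps: Tsg101 binding domain dispensed (10 uM final), compounds pinned in DMSO, FITC-labeled PTAP-motif peptide added (50 nM final); after 20 min binding at room temperature, polarization measured.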
TSHR antag: human thyrotropin receptor antagonism; P16473; TSHR-expressing cells, TSH-stimulated cAMP HTRF, 2 h; active compounds read low; activity change, negative = inhibition, % at 11.5 µM; hit rate 0.2% among 330,000; AID 504810;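 active = activity change below a set negative limit, meaning inhibition stronger than a set level, cut at about -70% in these data; inconclusive = activity change between two set negative limits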; also: % is scaled to controls: 0 for no effect and ±100 for the full control effect
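Inhibition of cAMP made by TSHR-expressing cells under TSH stimulation (4nM final, EC80; 2 h, 37 deg C) is quantified with a one-step lysis HTRF kit, anti-cAMP cryptate versus cAMP-d2.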
TCR act: activators of T cell receptors. primary human leukocytes, anti-CD3, IL-2 HTRF, 48 h. Potency, µM (top dose mostly 9.22 µM), for inactives: top-dose activation of IL-2 secretion, hits mostly activators. 330,000 tested, under 10 active. AID 504894; also: % of control where 0% means no effect
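IL-2 release read by HTRF sandwich (Eu cryptate donor, d2 acceptor, 665 nm emission) after 48 hr exposure of primary human leukocytes to compound together with anti-CD3 beads in the absence of co-stimulatory signals.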
Mito fusion yeast: blocks mitochondrial division or promotes mitochondrial fusion; hit rate 0.23% among 320,000; Potency, µM (doses to about 46.1 µM), for inactives: at the highest dose growth rescue (activation), most hits filed as activators; AID 485298; S. cerevisiae fusion-defective mutant growth rescue, CellTiterGlo 48 h;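 also: potency is read from the fitted curve at half-maximal effect; % of control where 0% means no effect; nearly all actives have a fitted effect of over 45% in size; temperature-sensitive fusion mutants such as fzo1-1 at 37 °C on non-fermentable ethanol glycerol medium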
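Yeast fusion mutant, YPEG (non-fermentable carbon), compound, 48 h at 37C non-permissive; CellTiterGlo added, 10 min RT, luminescence read. Rescued growth = division inhibition.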
Integrin act MD: activators of alpha7 integrin expression for muscular dystrophy; alpha7betagal myoblasts, beta-gal FDG fluorescence, 48 h; Potency, µM (top dose mostly 38.3 µM), without a hit: top-dose activation, hits mostly activators; hit rate 0.064% among 350,000; AID 624291;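 also: potency is read from the fitted curve at half-maximal effect; 100% = response of the positive control SU9516; nearly all actives have a fitted effect of over 60% in size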
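Alpha7betagal+/- myoblasts (passage 13) were plated 16-24 hr, then exposed to compounds (1:260 dilution of DMSO stock) for 48 hours at 37C. After MPER lysis, β-galactosidase reporter activity was read as FDG fluorescence (ex 480/em 540) after 30 minutes.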
MBNL1-CUG inh: blocks human MBNL1 binding to CUG repeat RNA | Q9NR56 | AID 2675 | Potency, µM (highest dose often 57.5 µM), for the others: at the top dose activity change, negative = inhibition, most hits filed as inhibitors | hit rate 0.036% among 280,000 | TR-FRET MBNL1-His/biotin-(CUG)12 binding, 665/545 ratio; active = well fitted inhibition curve with a large enough effect in the signal ratio, with a control signal flat, not every such curve was filed as active; inconclusive = small, poorly fitted or top-dose-only effect, or effect the other way, or a change in a side signal; inactive = no such curve, though single readings can be large or run the other way; the % refers to the signal ratio; also: potency is read from the fitted curve at half-maximal effect; % is scaled to controls: 0 for no effect and ±100 for the full control effect
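TR-FRET readout: Ex 340 nm, 665/545 nm emission ratio, normalized to buffer-only (basal) and MBNL1-(CUG)12 controls. Complex of MBNL1-His with Biotin-(CUG)12, compounds 92 nM–58 uM, incubated 60 min at room temperature.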
Menin-MLL TR inh: menin-MLL binding inhibition, Texas Red mutant peptide. hit rate 0.23% among 270,000. Potency, µM (titrated, usually from 61.6 µM), for the others: at the top dose FP activity change, negative = inhibition, most hits filed as inhibitors. O00255. Menin + Texas Red MLL mutant peptide, fluorescence polarization; active = well fitted inhibition curve with a large enough effect in the polarisation, with a control signal flat, not every such curve was filed as active; inconclusive = small, poorly fitted or top-dose-only effect, or effect the other way, or a change in a side signal; inactive = no such curve, though single readings can be large or run the other way; the % refers to the polarisation; also: potency is read from the fitted curve at half-maximal effect; % of control where 0% means no effect; many of its hits are not listed in these tables
ASM inhibitor: inhibitors of human secretory acid sphingomyelinase. AID 504937. Potency, µM (doses to about 57.5 µM), inactives show at the top dose activity change, negative = inhibition, hits mostly inhibitors. placental ASM, HMU-PC fluorogenic substrate, 60 min. hit rate 0.006% among 340,000; also: potency is read from the fitted curve at half-maximal effect
Target sequence (P17405 47-631 limits assumed): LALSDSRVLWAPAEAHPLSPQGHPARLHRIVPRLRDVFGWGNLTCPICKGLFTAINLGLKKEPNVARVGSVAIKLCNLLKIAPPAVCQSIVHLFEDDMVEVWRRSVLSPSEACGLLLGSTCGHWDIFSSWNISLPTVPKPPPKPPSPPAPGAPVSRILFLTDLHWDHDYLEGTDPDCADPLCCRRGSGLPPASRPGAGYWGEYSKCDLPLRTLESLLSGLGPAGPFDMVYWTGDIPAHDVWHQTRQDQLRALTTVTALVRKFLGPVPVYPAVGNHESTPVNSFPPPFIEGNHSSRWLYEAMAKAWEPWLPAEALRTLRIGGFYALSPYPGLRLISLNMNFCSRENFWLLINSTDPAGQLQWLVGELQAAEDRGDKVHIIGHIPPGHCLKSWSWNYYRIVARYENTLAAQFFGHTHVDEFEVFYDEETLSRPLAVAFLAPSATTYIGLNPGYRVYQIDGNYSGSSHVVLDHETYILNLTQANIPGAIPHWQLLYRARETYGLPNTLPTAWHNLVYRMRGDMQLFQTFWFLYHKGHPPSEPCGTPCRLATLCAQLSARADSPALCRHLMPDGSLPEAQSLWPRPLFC
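Human placenta-derived ASM enzyme was preincubated with compound for 10 minutes at room temperature, then given fluorogenic substrate HMU-PC0 (9 uM final) for 60 minutes at 37 °C; a pH 10 stop preceded fluorescence reading at Ex 386/Em 447 nm.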
MLL CXXC-DNA inh: blocks binding of human MLL CXXC domain to DNA; MLL-CXXC / FITC-HOXA9 DNA fluorescence polarization; Potency, µM (series often up to 115 µM), inactives show at the top dose activity change, negative = inhibition, most hits filed as inhibitors; hit rate 0.037% among 290,000; active = well fitted inhibition curve with a large enough effect in the polarisation, with a control signal flat, not every such curve was filed as active; inconclusive = small, poorly fitted or top-dose-only effect, or effect the other way, or a change in a side signal; inactive = no such curve, though single readings can be large or run the other way; the % refers to the polarisation; also: potency is read from the fitted curve at half-maximal effect
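Fluorescence polarization: 7 uM MLL-CXXC (stock) preincubated 5 min with compounds, then 50 nM fluorescein-HOX-A9 DNA (stock) added; 30 min ambient. Buffer 50 mM Tris-HCl pH 7.5, 50 mM NaCl, 1 mM DTT, 0.05% BSA.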
A-T KAP1 phos: potential ataxia-telangiectasia treatment. […] A-T fibroblasts, KAP-1 phosphorylation AlphaLISA; neocarzinostatin DNA damage 30 min before lysis. Potency, µM (top dose mostly 57.5 µM), without a hit: at the highest dose activation, usual class: activators. hit rate 0.19% among 320,000. AID 485349; also: potency is read from the fitted curve at half-maximal effect; % of control where 0% means no effect; nearly all actives have a fitted effect of over 45% in size
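hTERT-immortalized A-T patient fibroblasts ([…]), 500 cells/well in OPTI-MEM, 1% FBS, got compounds for 60 min, then NCS for 30 min at 37C. Lysates were then assayed for phospho-KAP-1 by AlphaLISA (anti-pKAP1 donor, anti-KAP1 acceptor beads), 6 hr at 25C.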
Numbers without * were called inactive; ? = inconclusive; · = no result given; & = joins results of further samples; [ ] = another dose, or the depositor's remark. Unless noted, calls follow the shape of the dose curve; as a rule, active = well fitted curve in the direction sought with a large enough effect; inconclusive = small, poorly fitted or top-dose-only effect, or another doubt; inactive = no such curve, though single readings can be large; an effect the other way counts as inactive or inconclusive. Some of the compounds tested; the hit share may differ from the screen's.

#	canonical_smiles	TSG101-PTAP inh	TSHR antag	TCR act	Mito fusion yeast	Integrin act MD
1	COc1ccc(N2CCN(C(=O)CSc3nnc(-c4cc5ccccc5cc4O)n3C)CC2)cc1	-8%	1	-11%	9%	-35%
2	CN(C(=O)c1cccnc1)c1nc(-c2ccccc2)cs1	1%	-2	-7%	-1%	12%
3	O=C(Nc1ccc(Oc2ccc(NC(=O)c3ccco3)c(NC(=O)c3ccco3)c2)cc1)c1ccco1	-5%	1	2%	9%	-9%
4	Cc1ccc(C(=O)O)cc1NC(=O)c1ccc(Cn2nc(C)c(Cl)c2C)o1	-4%	5	-5%	-9%	25%
5	Cn1c(CO)cnc1S(=O)(=O)Cc1c(Cl)cccc1Cl	-4%	11	-1%	5%	13%
6	COCCn1c(C)cc(/C=C2/NC(=O)N(Cc3ccc(C)cc3)C2=O)c1C	0%	-7	-5%	-5%	-18%
7	CCc1cccc(NC(=O)CCNS(=O)(=O)c2cc(Br)cnc2N)c1	0%	1	-4%	-9%	0%
8	Cc1nc(CSc2n[nH]c(=O)n2-c2cccc(F)c2)cs1	-4%	0	0%	6%	4%
9	COc1ccc2c(c1)[nH]c1c(=O)n(N)cnc12	1%	3	1%[46.1 µM]	7%	-8%
10	CCN(CC)CCn1c(=S)[nH]c2cc(C(=O)NCc3ccccc3Cl)ccc2c1=O	-3%	1	2%	9%	-24%
11	Cc1ccc2ccc3cccnc3c2n1	-2%	·	6%	·	-59%[inhibitor]
12	COc1ccc2ccccc2c1CN1CCCC(CO)C1 (centres undefined)	-4%	3	1%	-2%	-5%
13	COC(=O)C(C(=O)OC)c1ccc(-n2cccc2)cc1	-1%	-8	4%	5%	20%
14	CCOC(=O)c1ccc(NC(=O)COc2ccc(S(=O)(=O)N3CCCC3)cc2)cc1	-3%	-7	-8%	-3%	-17%
15	C[C@@H](C(=O)CC(=O)OC(C)(C)C)[C@@H](O)c1ccccc1	-4%	-4	1%	1%	5%

#	MBNL1-CUG inh	Menin-MLL TR inh	ASM inhibitor	MLL CXXC-DNA inh	A-T KAP1 phos
1	20%	-3%	1%	-9%	1%
2	10%	17%	5%	-14%	15%
3	6%	-19%	-11%	33%[activator]	-6%
4	0%	5%	-3%	-1%	2%
5	5%	1%	0%	33%[activator]	9%
6	3%	·	68%[activator]	20%	-7%
7	·	·	-2%	25%	-8%
8	·	·	0%	6%	6%
9	-12%	5%	2%	-3%	-5%
10	-6%	-4%	-2%	5%	4%
11	·	·	1%	·	·
12	18%	20%	0%	-9%	-2%
13	-7%	1%	-3%	-2%	-3%
14	2%	-1%	-10%	-1%	-2%
15	1%	4%&-10%	2%	3%	6%

#	canonical_smiles	TSG101-PTAP inh	TSHR antag	TCR act	Mito fusion yeast	Integrin act MD
16	O=C(CN1CCN(Cc2ccccc2)CC1)Nc1ccc(N2CCOCC2)cc1	-3%	-1	-1%	6%	-35%
17	Cc1cccc(SC2CCN(C(=O)C3CCC(=O)N(C4CC4)C3)CC2)c1 (centres undefined)	-10%	-3	-1%	5%	0%
18	O=C(Nc1ccc(NC(=O)c2ccco2)c(Cl)c1)c1ccc2c(c1)OCCO2	-3%	-2	3%	-2%	-21%
19	COc1c2occc2c(OC)c2c(=O)cc(C(F)(F)F)oc12	-9%	13	1%	1%	-39%
20	Cc1ccc(S(=O)(=O)Nc2cc(C(=O)N3CCOCC3)ccc2N2CCCCC2)cc1	-7%	-6	4%	3%	10%
21	Cc1ccc(Cl)cc1-n1c(=O)cc(N2CCN(C(=O)c3ccco3)CC2)[nH]c1=O	-2%	-7	-4%[46.1 µM]	-1%	-5%
22	Cc1oc2cc([N+](=O)[O-])c(O)c([N+](=O)[O-])c2c1C(=O)c1ccc(Br)cc1	-7%	-11	·	-2%	17%
23	Cc1ccc2nc(C)cc(C(=O)N3CCCC(CO)(Cc4ccccc4C)C3)c2c1 (centres undefined)	0%	-2	3%	8%	-21%
24	COC(=O)c1ccc(NC(=O)CN2CCN(c3ccc(Cl)cc3)CC2)cc1	-12%	-6	4%	1%	-3%
25	O=C(/C=C/c1ccc(F)cc1)NCCNC(=O)/C=C/c1ccc(F)cc1	-1%	-8	-1%	4%	-14%
26	Cc1c(C(=O)Cc2ccccc2)n(C)c2ccccc12	2%	3	2%	18%	-3%
27	COc1ccc(OC)c(C(=O)c2ccc(C(=O)O)cc2)c1	-5%	2	0%	5%	-4%
28	COc1ccc(NS(=O)(=O)c2ccc3c(c2)CCO3)cc1	1%	24	-6%	0%	11%
29	COc1cc(C)c(Cl)cc1S(=O)(=O)NCC1CCCO1 (centres undefined)	-1%	6	-1%	-5%	26%
30	COc1ccccc1N1C(=O)C2CC(C)=C(C)CC2C1=O (centres undefined)	-3%	-4	2%	-10%	17%

#	MBNL1-CUG inh	Menin-MLL TR inh	ASM inhibitor	MLL CXXC-DNA inh	A-T KAP1 phos
16	-5%	8%	-3%	16%	1%
17	-3%	2%	6%	40%[activator]	-2%
18	-7%	·	-4%	9%	3%
19	-3%	7%	-6%	-5%	-3%
20	4%	?	0%	3%	3%
21	3%	-13%	0%	6%	-6%
22	2%	?	6%	7%	-5%
23	-1%	?	5%	0%	1%
24	2%	21%	-24%	-2%	3%
25	-6%	5%	-1%	11%	-3%
26	8%	-15%	-3%	4%	27%
27	-13%	-8%	2%	-1%	·
28	-2%	·	0%	-9%	-6%
29	0%	1%	1%	3%	-1%
30	-4%	5%	1%	1%	21%

#	canonical_smiles	TSG101-PTAP inh	TSHR antag	TCR act	Mito fusion yeast	Integrin act MD
31	CN(C)C(CNC(C(=O)Nc1ccc(F)cc1)c1ccccc1)c1ccccc1 (centres undefined)	0%	·	-4%	-9%	-16%
32	CCOC(=O)c1c(N2C(=O)Nc3ccccc3N2O)sc2c1CCCC2	-3%	5	-1%	-2%	11%
33	Cc1cc(Nc2ccccc2F)n2ncnc2n1	0%	-7	-5%	-2%	16%
34	Cc1nc(SCC(C)C)[nH]c(=O)c1Cc1ccccc1	0%	-10	8%	8%	5%
35	COc1ccc(-c2nnc(N(C)C(=O)C3CCOC3)s2)cc1 (centres undefined)	-3%	·	2%	·	8%
36	COc1cccc2oc(CCc3ccccc3)cc(=O)c12	0%	·	-3%	·	4%
37	CCn1c(=O)cc(OCC(=O)NCCc2cccc(C)c2)c2ccccc21	-3%	-5	-8%	-1%	?
38	CCN1CCN(C(c2cccs2)C(C)NC(=S)Nc2cccc(C)c2C)CC1 (centres undefined)	-7%	-5	-3%	-9%	18%
39	Cn1c(CCN2CCCC2)nc2cc(NS(=O)(=O)c3ccc(Cl)cc3)ccc21	0%	5	3%	-1%	?

#	MBNL1-CUG inh	Menin-MLL TR inh	ASM inhibitor	MLL CXXC-DNA inh	A-T KAP1 phos
31	-1%	·	6%	50%	7%
32	·	6%	9%	?	1%
33	-2%	1%	-5%	2%	6%
34	10%	-2%	1%	-3%	5%
35	·	·	2%	·	·
36	·	·	-10%	·	·
37	-4%	-7%	-1%	-6%	4%
38	-12%	·	-1%	2%	1%
39	-8%	1%	-1%	4%	4%

3 entries drawn at random from the list so far:
#	canonical_smiles	TSG101-PTAP inh	TSHR antag	TCR act	Mito fusion yeast	Integrin act MD
39	Cn1c(CCN2CCCC2)nc2cc(NS(=O)(=O)c3ccc(Cl)cc3)ccc21	0%	5	3%	-1%	?
35	COc1ccc(-c2nnc(N(C)C(=O)C3CCOC3)s2)cc1 (centres undefined)	-3%	·	2%	·	8%
34	Cc1nc(SCC(C)C)[nH]c(=O)c1Cc1ccccc1	0%	-10	8%	8%	5%

#	MBNL1-CUG inh	Menin-MLL TR inh	ASM inhibitor	MLL CXXC-DNA inh	A-T KAP1 phos
39	-8%	1%	-1%	4%	4%
35	·	·	2%	·	·
34	10%	-2%	1%	-3%	5%
